Compound activity as filed in PubChem.
Myeloid diff 2 = compounds promoting myeloid differentiation | calls only at 10 µM | ER-HoxA9 myeloid progenitors, lysozyme-GFP differentiation, flow cytometry | AID 624256 | actives 1% (n = 360,000);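 active = normalized GFP-positive differentiation at or above the plate's own cutoff, the solvent-only control mean plus 3 SD; inconclusive = no clear call, values can overlap the other calls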;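 also: cells exposed to compound for four days before flow analysis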
RSV CPE inhibition = inhibition of RSV-induced cytopathic effect – HEp-2 cells, primary 10 µM value included (AID 2391); HEp-2 cells, RSV-induced CPE inhibition; higher % means a stronger effect; one-dose CPE inhibition, % at 10 µM; IC50 in µM for titrated hits; actives 0.13% (n = 310,000); in the data active = a potency from the dose series; inconclusive = CPE inhibition mostly from about 23% at the one dose, without a potency; inactive = the rest, 99 in 100 with CPE inhibition below about 21%; also: strong numbers were not always called active
MgcRacGAP inhibition = MgcRacGAP GTPase-activating activity inhibitors, confirmation, biochemical, ADP Hunter fluorescence; MgcRacGAP-stimulated Rac1 GTP hydrolysis, ADP Hunter fluorescence; higher % means a stronger effect; GST-tagged Rac1 F28L mutant substrate; actives 0.6% (n = 340,000); one-dose inhibition, % at 30 µM; IC50 in µM for titrated hits;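 active = first-screen hits whose inhibition reached a set limit at any dose in the follow-up dose series; inconclusive = inhibition above the set first-screen limit but never retested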;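 also: fluorescence reports GDP produced by GAP-driven GTP hydrolysis; strong numbers were not always called active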
b-catenin transl = modulators of beta-catenin nuclear translocation. nuclear translocation activity, % at 5 µM. actives 0.3% (n = 190,000). HeLa beta-catenin nuclear translocation, immunofluorescence imaging. AID 1665;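 active = nuclear translocation activity above 50% at 5 µM, with a well cell count of 50 or more; inconclusive = wells under 50 cells across six images, flagged as toxic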;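 also: per-cell ratio of nuclear to cytoplasmic median beta-catenin stain intensity; plate controls were DMSO negative control for no effect and GSK-3 inhibitor IX positive control for full effect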
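Test system: human HeLa cells, endogenous beta-catenin. Times: 24 h compound exposure, 37°C. Measured by: beta-catenin immunofluorescence imaging with DAPI.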
Large T inhibition = SV40 large T antigen inhibitors, biochemical (AID 1903); SV40 large T antigen ATPase/helicase inhibition assay; higher % means a stronger effect; one-dose inhibition, % at 20 µM; IC50 in µM for titrated hits; actives 0.39% (n = 310,000); in the data active = a potency from the dose series; inconclusive = inhibition mostly from about 32% at the one dose, without a potency; inactive = the rest, 99 in 100 with inhibition below about 32%; also: strong numbers were not always called active
West Nile antiviral = inhibition of WNV-induced cytopathic effect – cell-based, CPE readout (AID 1621) | West Nile virus-infected cells, CPE inhibition; higher % means a stronger effect | one-dose CPE inhibition, % at 10 µM; IC50 in µM for titrated hits | actives 0.02% (n = 290,000); in the data active = a potency from the dose series; inconclusive = CPE inhibition mostly from about 3.7% at the one dose, without a potency; inactive = the rest, 99 in 100 with CPE inhibition below about 2.2%; also: strong numbers were not always called active
T cell modulator = T cell immune modulation candidate; AID 2052; calls only at 7 µM; 2C CD8+ T cell-vesicle binding, flow cytometry; hits give low values; actives 0.068% (n = 330,000);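 active = response, share of CD8 T cells binding vesicles, and their 90th percentile fluorescence all below set limits, cut at about 80% in these data, passing the limit was not always enough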
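Material: murine 2C transgenic CD8+ T lymphocytes / Also added: QL9-peptide-loaded Drosophila micro-vesicles bearing Ld, ICAM-1 and B7-1 / Schedule: binding step 1.5 h, 37 °C, antibody labelling 20 min, ice / Signal: flow cytometry, PE anti-B7-1 (FL2) versus Alexa647 anti-CD8 (FL8), PFA-fixed / Evaluation: percent CD8+ FL2 mean versus row control / Benchmarks: naked versus QL9-loaded vesicles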
WT yeast gro inh = growth inhibition of WT yeast, mitochondrial fusion screen; mitochondrial fusion phenotypic screen, WT strain; inhibition, % at 10 µM; actives 2.1% (n = 190,000); in the data active = inhibition above about 58%; tested in S. cerevisiae
PhoP inhibition = inhibitors of PhoP regulon expression, primary screen, Salmonella Typhimurium, GFP reporter (AID 1863); S. Typhimurium PhoP-regulated promoter GFP reporter, 4 h; higher % means a stronger effect; inhibition, % at 50 µM, or IC50 in µM where a hit was titrated; actives 0.16% (n = 300,000);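 active = inhibition over 29.93%, a cutoff 3 SD above the screen mean, later confirmed by dose response; inconclusive = inhibition over 29.93% but no dose response follow-up; inactive = inhibition at most 29.93% or unconfirmed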;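 also: 0% = low Mg2+ inducing control and 100% = high Mg2+ repressing control; strong numbers were not always called active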
WT yeast gro inh mutant strain = also measured in WT yeast gro inh; calls as there; inhibition, %; mitochondrial fusion phenotypic screen, mutant strain inhibition
b-catenin transl cell count 5 µM = further read-out of b-catenin transl, marked with its call; cell count; measured here: cell count, cytotoxicity flag
T cell modulator vesicle-bound % = also measured in T cell modulator; calls as there; double positive events, %; measured here: CD8+ vesicle-bound cell fraction;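 binding gate set so that unloaded-vesicle control wells show 10% double positive cells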
Myeloid diff 2 GFP+ MAC1+ % = also measured in Myeloid diff 2; calls as there; GFP+ MAC1+ double positive, %; measured here: differentiation confirmed by MAC1 staining
* = called active by the depositor; i = inactive; u = inconclusive; x = no result given.

SMILES	Myeloid diff 2	Myeloid diff 2 GFP+ MAC1+ %	RSV CPE inhibition	MgcRacGAP inhibition	b-catenin transl	b-catenin transl cell count 5 µM	Large T inhibition	West Nile antiviral	T cell modulator	T cell modulator vesicle-bound %	WT yeast gro inh	WT yeast gro inh mutant strain	PhoP inhibition
Cc1ccc(C)c(NC(=O)c2cc3ccccn3n2)c1	i	2.4	0.1%	3%	1.1	1082	0%	0.2%	i	16	6	-11	5%
O=C1CC(=O)Nc2cc(S(=O)(=O)Nc3cccc(C(F)(F)F)c3)ccc2N1	i	2.3	-0.6%	10%	x	x	5%	-0.6%	i	4	x	x	-5%
CC1(C)Cc2c(sc(NC(=O)/C=C/C(=O)O)c2C#N)CO1	i	0.9	0.2%	13%	0.4	1334	16%	-0.5%	i	20	x	x	-10%
CC1(C)C2CCC(C2)C1(C)NC(=O)CN1CCCC1 (centres undefined)	i	0.1	-2.1%	23%	x	x	8%	-0.8%	i	48	x	x	-7%
COC(=O)/C=C1\S/C(=N/N=C/c2ccc(Cl)cc2)NC1=O	i	0.5	41%	15%	0.0	1245	9%	0.0%	i	42	x	x	-3%
Cc1ccnc(NC(=O)/C=C/c2ccccc2[N+](=O)[O-])c1	x	x	8.5%	x	1.6	937	7%	-0.8%	i	54	3	6	-6%
Cc1ccc2[nH]c(=O)c(CNS(=O)(=O)c3ccccc3)c(-c3ccccc3)c2c1	i	0.8	1.6%	12%	-3.3	1155	12%	-0.1%	i	36	-17	22	0%
CCOC(=O)C1=C(C)SC2=NS(=O)(=O)CCN21	i	1.1	1.6%	10%	-3.5	1070	4%	-0.1%	i	24	-19	-9	-5%
CC(C)(C)C(=O)NC(=S)Nc1ccc(C(F)(F)F)cc1	i	0.4	1.0%	11%	1.4	1361	13%	0.0%	i	36	x	x	-4%
COc1ccc2nc(NC(=O)CSCc3c(C)noc3C)sc2c1	i	0.6	-1.2%	4%	x	x	11%	x	i	52	x	x	6%
Cc1cc(C(=O)CSc2nnc(N)s2)c(C)n1C1CC1	i	0.7	2.7%	9%	x	x	18%	x	i	33	x	x	-4%
COc1ccc(NCc2n[nH]c(=O)c3ccccc23)cc1	i	0.6	0.2%	30%	9.5	862	12%	1.2%	i	57	3	11	-2%
COC(CCN(C)C)(c1ccccc1)c1ccccc1	i	6.7	-1.6%	1%	-5.8	1012	2%	-0.5%	i	19	3	-5	-7%
OCCCn1c(CCNc2nc(-c3ccc(F)cc3)cs2)nc2cc(C(F)(F)F)ccc21	i	3.7	-2.2%	9%	x	x	30%	0.4%	i	9	x	x	15%
C=CCC1c2cccc(C(=O)O)c2C(=O)N1c1cccc(OC)c1 (centres undefined)	i	1.4	-0.3%	-2%	-0.1	1436	1%	0.7%	i	9	-18	-14	-6%
Cc1cccc(N=C2CSC(=O)N2)c1	i	0.7	5.6%	8%	-5.5	1138	1%	-0.5%	i	45	6	2	3%
CCN=C1SC(CC(=O)NC(C)c2ccccc2)C(=O)N1CC (centres undefined)	i	0.0	11%	11%	0.6	1433	-2%	-0.5%	i	60	6	12	-4%
CCCCCc1nnc(NC(=O)C2COc3ccccc3O2)s1 (centres undefined)	i	0.6	3.1%	5%	3.6	832	-1%	-0.3%	i	34	25	-6	-12%
CC(=Nc1ccccc1)Nc1ccccc1	i	1.3	0.2%	5%	-0.1	1234	10%	0.2%	i	29	-17	4	14%
COc1ccc(C)cc1NC(=O)Cc1c(C(=O)O)n(C)c2ccccc12	i	1.0	1.8%	12%	x	x	10%	0.3%	i	43	x	x	-3%
CCOc1ccc(-c2nnc(SCC(=O)Nc3cc(C)on3)o2)cc1	i	0.0	-0.5%	4%	-1.4	1096	4%	-1.3%	i	25	-7	-9	-1%
CC(C)CN(C(=O)CCC(=O)OCC(=O)N(C)c1ccccc1)c1c(N)n(CC(C)C)c(=O)[nH]c1=O	i	0.8	0.3%	7%	x	x	2%	x	i	46	x	x	3%
Cn1c(CN2CCCC2)nc2cc(NS(=O)(=O)c3ccccc3)ccc21	i	1.1	-2.3%	-3%	-0.4	1101	3%	-0.2%	i	41	-20	-11	5%
COc1ccc(N2CCN(S(=O)(=O)CCNC(=O)C3CCCCC3)CC2)cc1	i	7.4	-0.1%	12%	x	x	17%	-0.5%	i	12	x	x	-11%
COC(=O)C(Cc1ccc(O)cc1)NC(=O)C(CC(=O)OC(C)(C)C)NC(=O)OC(C)(C)C (centres undefined)	i	0.8	1.2%	6%	0.3	1132	12%	0.8%	i	64	5	5	-4%
SMILES	Myeloid diff 2	Myeloid diff 2 GFP+ MAC1+ %	RSV CPE inhibition	MgcRacGAP inhibition	b-catenin transl	b-catenin transl cell count 5 µM	Large T inhibition	West Nile antiviral	T cell modulator	T cell modulator vesicle-bound %	WT yeast gro inh	WT yeast gro inh mutant strain	PhoP inhibition
c1ccc(-n2c(-c3ccncc3)nnc2-c2cccs2)cc1	i	1.2	0.8%	7%	-3.8	1068	11%	-0.7%	i	32	-11	4	-1%
CCOc1ccc(-n2c(C)c(C(C)=O)c(C(C)=O)c2C)cc1	i	0.7	2.3%	14%	1.8	1117	4%	-0.5%	i	4	-4	-3	3%
c1coc(C2Nc3ccccc3C3OCCC23)c1 (centres undefined)	i	2.4	2.3%	2%	3.4	1368	24%	0.4%	i	6	0	13	-2%
CCS(=O)(=O)N1CCC(C(=O)Oc2ccc(C)c(C)c2)CC1	i	0.5	1.1%	6%	x	x	9%	0.0%	i	58	x	x	1%
CSc1cccc(NC(=O)Nc2ccccc2)c1	i	0.6	9.2%	10%	-1.7	1150	1%	-0.1%	i	58	7	-1	4%
Cc1cccc2c(Cl)cc(=O)[nH]c12	x	x	x	x	x	x	6%	1.5%	x	x	3	6	4%
CCOc1ccc(NC(=S)NC(C)C(c2ccccc2)N2CCN(C)CC2)cc1 (centres undefined)	i	0.2	-2.3%	8%	-0.5	1057	5%	-0.7%	i	5	5	4	-2%
COc1ccc(OCCSc2ncnc3nc[nH]c23)cc1	i	3.6	0.7%	2%	x	x	7%	1.2%	i	24	5	7	2%
O=C(Nc1nnc(-c2ccccc2)o1)c1nc2ccccc2s1	i	1.3	-0.3%	8%	-1.5	1147	x	-0.1%	i	28	3	-14	-5%
COc1ccc(-c2nnc(SCC(=O)NCCC(C)C)nc2-c2ccc(OC)c(OC)c2)cc1OC	i	0.7	3.7%	13%	x	x	23%	0.7%	i	55	x	x	0%
Cc1ccc(NC(=O)C2CCN(S(=O)(=O)c3c(C)[nH]c(=O)[nH]c3=O)CC2)cc1	i	0.9	0.1%	4%	-1.3	1118	4%	0.2%	i	16	7	25	-9%
CCC(C)NC(=O)Cn1cnc2sc(C)c(S(=O)(=O)N3CCN(c4ncccn4)CC3)c2c1=O (centres undefined)	i	0.4	1.1%	0%	-0.6	1154	7%	-0.3%	i	48	-21	1	-2%
COc1ccccc1-c1cc(C(=O)N/N=C/c2cccs2)c2ccccc2n1	i	0.2	55%	7%	x	x	0%	x	i	51	24	-5	6%
CN(C)c1nc(C=C(C#N)C#N)c(Cl)n1-c1ccc(F)cc1	u	x	x	-4%	-0.5	1114	6%	-0.6%	x	x	-3	21	7%
CCCC(=O)N1CCN(c2nc3ccc(Br)cc3s2)CC1	i	0.7	-0.2%	17%	x	x	6%	-0.1%	i	29	x	x	-3%
COc1cc(/C=C/C(=O)OCC(=O)NCc2ccco2)ccc1OC(F)F	i	0.9	0.5%	3%	x	x	8%	-0.1%	i	52	x	x	-4%
Cc1ccc(-c2c(C#N)c(N)n(-c3ccc(C)cc3)c(=O)c2C#N)cc1	i	0.2	2.5%	8%	-3.4	1072	0%	0.3%	i	29	-3	-17	-11%
CCCCN(CCCC)Cc1ccc(C(=O)NNC(=O)Nc2ccccc2)o1	i	0.3	-2.1%	12%	0.3	1144	24%	-0.5%	i	27	5	-5	7%
O=C(COc1ccccc1[N+](=O)[O-])Nc1cccnc1	i	0.2	7.6%	8%	-1.2	1104	11%	-0.2%	i	22	-6	9	5%
CCCCNC(=O)c1ccccc1NC(=O)CCC	i	0.2	0.0%	-1%	0.4	1554	-1%	-0.6%	i	44	-40	7	6%
O=C(Nc1ccc(-c2nc3ncccc3o2)cc1)c1ccc(Br)o1	i	0.7	0.5%	10%	2.0	1018	33%	0.1%	i	36	-4	-3	-1%
O=C(Nc1cccc(-c2nnc(-c3ccccc3)o2)c1)c1ccco1	i	0.3	5.7%	15%	0.4	957	x	-0.2%	i	46	x	x	x
Cc1cc(SCC(=O)c2cccs2)n2nc(C)c(-c3ccccc3)c2n1	i	0.4	7.5%	-1%	0.6	957	29%	0.3%	i	42	-7	4	8%
Cc1ccc(NC(=O)CCSc2nnc(Cc3ccccc3)o2)cc1	i	0.5	3.3%	0%	-4.3	570	78%	-0.1%	i	46	6	2	2%
O=C1CCN(Cc2ccc([N+](=O)[O-])cc2)CCN1[C@H](CO)c1ccccc1	i	1.3	-1.0%	10%	x	x	12%	-1.0%	i	26	x	x	-2%
COc1ccccc1N/N=C/c1ccc2c(c1)OCO2	i	0.5	1.7%	2%	0.6	957	5%	0.7%	i	47	-15	-12	4%
O=C(c1cc(-c2ccco2)nc2ccccc12)N1CCN(c2ccc(F)cc2)CC1	i	1.2	6.9%	2%	-0.6	920	1%	0.8%	i	42	13	3	3%
COc1ccc(N2C(=O)c3ccccc3NC2c2cccnc2)cc1 (centres undefined)	i	0.1	-0.3%	-2%	1.0	1156	14%	0.3%	i	9	-2	5	-5%

Arranged by molecular weight (smallest number first): part of the list above.
SMILES	Myeloid diff 2	Myeloid diff 2 GFP+ MAC1+ %	RSV CPE inhibition	MgcRacGAP inhibition	b-catenin transl	b-catenin transl cell count 5 µM	Large T inhibition	West Nile antiviral	T cell modulator	T cell modulator vesicle-bound %	WT yeast gro inh	WT yeast gro inh mutant strain	PhoP inhibition
O=C(Nc1cccc(-c2nnc(-c3ccccc3)o2)c1)c1ccco1	i	0.3	5.7%	15%	0.4	957	x	-0.2%	i	46	x	x	x
CCCC(=O)N1CCN(c2nc3ccc(Br)cc3s2)CC1	i	0.7	-0.2%	17%	x	x	6%	-0.1%	i	29	x	x	-3%
O=C1CCN(Cc2ccc([N+](=O)[O-])cc2)CCN1[C@H](CO)c1ccccc1	i	1.3	-1.0%	10%	x	x	12%	-1.0%	i	26	x	x	-2%
